Screening data (PubChem)
Yeast eIF2B = modulators of yeast eIF2B activity; S. cerevisiae eIF2B-epsilon R284H, GCN4-lacZ luminescence; inhibition, % at 25 µM (by protocol); 27,000 tested, 0.91% active; AID 688;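 active = mutant luminescence inhibited past about 50% while wild type luminescence and mutant growth stay under set limits, limit read from the data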; also: some compounds called inactive have numbers as strong as hits
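Material – yeast eIF2B-epsilon R284H mutant carrying GCN4–beta-galactosidase fusion · Medium – YPD yeast growth medium · Compound – one concentration, 25 µM, 0.25% DMSO · Times – 16 h at 30 °C exposure · Signal – Beta-Glo luminescence plus absorbance at 595 nm · Read-out – % inhibition of reporter signal and growth versus controls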
Yeast growth tox = Inhibitors of S. cerevisiae growth, toxicity | AID 685 | S. cerevisiae wild-type growth, A595 turbidity, 16 h | growth inhibition, % at 25 µM (by protocol) | 30,000 tested, 0.3% active;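 active = mutant and wild-type yeast strains alike exhibit over 30% growth inhibition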;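 also: 0% = untreated cell controls and 100% = YPD media blanks without cells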
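Schedule: 16 h growth with compound, 30 °C. System: yeast, wild-type or eIF2Bepsilon-R284H mutant. Doses: one dose, 25 µM compound[…]. Buffer or medium: YPD. Signal: turbidity measured as absorbance at 595 nm. Read-out basis: growth inhibition (%) versus cell controls and blanks.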
Yeast growth tox inhibition % = also measured in Yeast growth tox; calls as there; growth inhibition, %; S. cerevisiae eIF2Bepsilon-R284H mutant growth, A595 turbidity, 16 h;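 each compound tested once at 25 µM; 0% equals untreated cells and 100% equals cell-free medium blanks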
Yeast eIF2B mutant toxicity = second read-out of Yeast eIF2B, no call of its own (marks repeat the call); growth inhibition, %; measured here: mutant yeast growth, toxicity;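 each compound tested once at 25 µM; zero equals untreated control growth and 100 equals blank medium absorbance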
An asterisk follows results filed as active; x = not tested or not shown.

SMILES	Yeast eIF2B	Yeast eIF2B mutant toxicity	Yeast growth tox	Yeast growth tox inhibition %
CCOC(=O)CCc1c(C)nc2cc(-c3ccc(Cl)cc3)[nH]n2c1=O	29	-14	-16	-14
COc1ccccc1N1CCN(S(C)(=O)=O)CC1	20	24	25	24
Cc1cc(C)c(Cc2c(C)nc3c(C(=O)NCc4ccco4)cnn3c2C)c(C)c1	20	16	15	16
CCOC(=O)N1CCN(CC(=O)N2c3ccccc3CC2C)CC1 (centres undefined)	0	13	13	13
CC(C(=O)NCC1(c2ccccc2)CCCC1)N1CCOCC1 (centres undefined)	21	-10	12	-10
Cc1ccc(-c2nnc(CSc3nc(C)nc4sc(C)c(C)c34)o2)cc1	-41	x	x	x
CCCn1c(C(O)c2cc(OC)ccc2OC)nc2ccccc21 (centres undefined)	11	x	x	x
O=C(NCN1C(=O)C2C3C=CC(C3)C2C1=O)Nc1cccnc1 (centres undefined)	x	x	3	10
O=C(C(F)C(F)(F)F)N1CCN(c2ccccc2)CC1 (centres undefined)	-10	10	43	10
CCC1(C)Cc2c(sc3nn[nH]c(=O)c23)CO1 (centres undefined)	17	x	26	0
CCCC1=C(C(=O)OCC)C(c2ccccc2OC)NC(=O)N1 (centres undefined)	-13	-9	20	-9
CC(C)CCn1c(SCCN2CCOCC2)nc2c1c(=O)[nH]c(=O)n2C	18	-13	2	-13
CCOC(=O)c1[nH]c2ccc(F)cc2c1N=C(C)N(CC)CC	-10	x	7	0
CC(C)(C)c1ccc(S(=O)(=O)NCC(=O)N2CCN(C(=O)c3ccco3)CC2)cc1	14	4	7	4
CCC(C)c1ccc(OCCN2CCCC2)cc1 (centres undefined)	3	11	17	11
COc1ccc(Cn2c(=O)[nH]c3cc(C(=O)N4CCN(Cc5ccccc5)CC4)ccc3c2=O)cc1	18	x	5	0
Cc1ccc(NS(=O)(=O)c2ccc(NC(=O)c3ccc(Br)o3)cc2)c(C)c1	19	-4	6	-4
CCOc1ccc(NC(=O)CSc2nnc(-c3ccccc3Cl)n2Cc2ccco2)cc1	12	11	26	11
COc1ccc(NC(=O)CN2c3cccc4cccc(c34)S2(=O)=O)c(OC)c1	x	x	10	15
CCCCc1c(C)c(C#N)c2nc3ccccc3n2c1Nc1c(C)n(C)n(-c2ccccc2)c1=O	18	-24	-11	-24
N#C/C(=C(/O)CN1CCN(c2ccccc2F)CC1)c1nc(-c2ccccc2)cs1	14	10	5	10
c1ccc(C2OC3c4cccc5cccc(c45)C3N2c2ccccc2)cc1 (centres undefined)	17	-8	-9	-8
NC(=O)C1CCCN(Cc2ccc(Cl)cc2)C1 (centres undefined)	-13	12	13	12
CCCCSC1(SCCCC)N=C(N)C2(C#N)C(c3ccccc3)NC(C)=CC12C#N (centres undefined)	4	x	14	0
COC(=O)c1cn(C(=O)c2cccs2)c2ccccc12	12	-8	-6	-8

Next entries.
SMILES	Yeast eIF2B	Yeast eIF2B mutant toxicity	Yeast growth tox	Yeast growth tox inhibition %
O=C(Nc1ccccc1)NC1CCN(CCCN2C(=O)c3ccccc3C2=O)CC1	2	-8	14	-8
N#Cc1c(Sc2ncc(C(F)(F)F)cc2Cl)nsc1C/C=N\OCc1ccccc1Br	12	7	4	7
CCOC(=O)C(NC(=O)c1ccccc1)(N1CCOCC1)C(F)(F)F (centres undefined)	x	x	-9	-7
CC(C)(C)n1nnnc1C(c1ccc(C(F)(F)F)cc1)N(Cc1ccccc1)Cc1ccco1 (centres undefined)	x	x	27	17
COc1ccc2nc(C)c(C(=O)OCCN(C)C)cc2c1	11	x	10	0
Cc1cc(Br)c2[nH]c3c(c2c1)CCCC3=O	12	31	18	31
O=C(CN1CCN(CC(=O)Nc2ccccc2C(F)(F)F)CC1)Nc1ccccc1F	0	21	-5	21
COC(=O)c1ccc(CC(=O)c2c(C)cc(O)cc2O)o1	8	4	30	4
O=C(Cn1c(=O)n(Cc2ccco2)c(=O)c2c3c(sc21)CCCCC3)Nc1ccccc1	-3	x	-29	0
Nc1nnc(Cc2c[nH]c3ccccc23)s1	x	x	14	0
Cc1ccc(N(CC(N)=O)C2SC(=O)NC2=O)cc1 (centres undefined)	-5	-3	-4	-3
CCOC(=O)C(NCCCO)c1ccccc1 (centres undefined)	21	5	7	5
O=C(Cn1nnc(-c2ccc(Cl)cc2)n1)NCC1CCCCC1	-14	-12	-9	-12
CCOC(=O)c1c(NC(=O)C2COc3ccccc3O2)sc(C)c1C (centres undefined)	3	-9	-8	-9
COc1ccc(C(=O)Cn2nnc(-c3ccccc3NC(=O)c3ccco3)n2)cc1	13	x	x	x
CCOC(=O)c1cccc(Nc2nc(C)cc(C)n2)c1	2	14	4	14
O=C(Oc1ccc(Cl)cc1)c1ccc(COC(=O)c2cnccn2)cc1	23	22	8	22
CCOC(=O)C1=C(c2ccccc2)N(C)C(=O)NC1c1ccc(O)c(OC)c1 (centres undefined)	50*	x	-7	0
O=C(O)c1ccc2c(c1)CC(c1ccccc1)OC2=O (centres undefined)	20	-9	8	-9
COC(=O)c1ccc(CSc2nnc(-c3ccncc3)o2)o1	27	18	7	18
Cc1ccc2nc(C3CCN(CC(=O)Nc4ccc5c(c4)OCCO5)CC3)[nH]c2c1	23	x	3	0
CCN(CC(=O)NC(C)C)C(=O)CCNC(=O)c1ccc(Cl)cc1	11	7	0	7
CCOC(=O)CSc1nc(C)cc(C)c1C#N	12	15	15	15
COCCCn1c2nc3ccccc3nc2c2c(=O)n(Cc3ccc(Cl)cc3)cnc21	-36	-12	-19	-12
O=C(Cc1ccccc1)Nc1ccccc1N1CCOCC1	20	5	-12	5

(cont.)
SMILES	Yeast eIF2B	Yeast eIF2B mutant toxicity	Yeast growth tox	Yeast growth tox inhibition %
CCOC(=O)c1oc2ccccc2c1NC(=O)c1cccc(OC)c1OC	25	x	17	0
CCc1ccc2[nH]cc(C(=O)OCCOC)c(=O)c2c1	17	x	0	0
CCOc1ccc(NCC(=O)Nc2ccc(C)cc2C)cc1	-21	-8	-14	-8
CCCCNS(=O)(=O)c1ccc(S(=O)(=O)n2cnc3ccccc32)cc1	-23	-32	9	-32
CC1=[N+]([O-])C(N2CCOCC2)C(O)(c2ccccc2)C1 (centres undefined)	2	x	x	x
Cc1ccnc(NS(=O)(=O)c2ccc(NC(=O)C3CCCO3)cc2)n1 (centres undefined)	15	5	-4	5
CCCCCc1cc(O)c2c(C)cc(=O)oc2c1	38	43	27	43
COc1ccc(C(=O)Nc2ccc(F)cc2F)cc1	58	14	25	14
COc1ccc(S(=O)(=O)N2CCCN(S(=O)(=O)c3ccc(OC)c(C)c3)CC2)cc1C	38	12	1	12
Cc1cc(C)c(C#N)c(OCC(=O)c2ccccc2)n1	10	10	15	10
O=C(CCN1C(=O)c2ccccc2C1=O)Nc1cccc(F)c1	16	8	8	8
CCNC(=O)COC(=O)c1cc(=O)[nH]c2ccccc12	8	-33	6	-33
O=S(=O)(NC1c2cccc3cccc(c23)C1N1CCN(CCO)CC1)c1ccccc1 (centres undefined)	9	-7	6	-7
CCOC(=O)C(C)Sc1nc(-c2cccs2)ccc1C#N (centres undefined)	24	-4	8	-4
COc1ccc(CNC(=O)c2cnc(C)cn2)c(OC)c1	-21	10	-8	10
Cn1c(=O)c2c(nc(Cl)n2Cc2ccncc2)n(C)c1=O	35	-3	-11	-3
CCOC(=O)CCSc1nc(-c2ccccc2)cc(C(F)(F)F)n1	9	-9	6	-9
CCC(=O)NCCNC(=O)c1c(SC)nsc1SC	19	-7	17	-7
O=C(CSc1nnnn1Cc1ccccc1)Nc1ccc2c(c1)OCCO2	23	x	6	0
COc1ccc(NC(=O)CN(c2cccc(F)c2)S(C)(=O)=O)cc1OC	22	4	2	4
CCC(C)NC(=O)c1ccc(CSCc2cccc(F)c2)o1 (centres undefined)	-5	13	19	13
CCC1(C)CC(CC(=O)O)(c2ccccc2OC)CCO1 (centres undefined)	23	5	4	5
O=C(CSC1=NCCS1)NC1CCCC1	24	-5	15	-5
C/C(CC(=O)Nc1ccccc1-c1ccccc1)=N\NC(=O)COc1ccc(C)cc1Br	23	16	-6	16
COC(=O)C(Nc1nccs1)(OC)C(F)(F)F (centres undefined)	8	-5	0	-5

Gathered by group, the entries above containing an NH in an aromatic ring.
SMILES	Yeast eIF2B	Yeast eIF2B mutant toxicity	Yeast growth tox	Yeast growth tox inhibition %
CCOC(=O)CCc1c(C)nc2cc(-c3ccc(Cl)cc3)[nH]n2c1=O	29	-14	-16	-14
CCC1(C)Cc2c(sc3nn[nH]c(=O)c23)CO1 (centres undefined)	17	x	26	0
CC(C)CCn1c(SCCN2CCOCC2)nc2c1c(=O)[nH]c(=O)n2C	18	-13	2	-13
CCOC(=O)c1[nH]c2ccc(F)cc2c1N=C(C)N(CC)CC	-10	x	7	0
COc1ccc(Cn2c(=O)[nH]c3cc(C(=O)N4CCN(Cc5ccccc5)CC4)ccc3c2=O)cc1	18	x	5	0
Cc1cc(Br)c2[nH]c3c(c2c1)CCCC3=O	12	31	18	31
Nc1nnc(Cc2c[nH]c3ccccc23)s1	x	x	14	0
Cc1ccc2nc(C3CCN(CC(=O)Nc4ccc5c(c4)OCCO5)CC3)[nH]c2c1	23	x	3	0
CCc1ccc2[nH]cc(C(=O)OCCOC)c(=O)c2c1	17	x	0	0
CCNC(=O)COC(=O)c1cc(=O)[nH]c2ccccc12	8	-33	6	-33

(cont.)
SMILES	Yeast eIF2B	Yeast eIF2B mutant toxicity	Yeast growth tox	Yeast growth tox inhibition %
O=C(CC1Nc2ccccc2NC1=O)Nc1cc(Cl)cc(Cl)c1 (centres undefined)	12	19	2	19
CCN(CC)C(=O)CSc1nc2c(sc(=S)n2CC)c(=O)n1-c1ccccc1	x	x	17	13
O=C(CN1C(=O)COc2ccccc21)c1ccc(Cl)cc1	19	-4	4	-4
CNC(=O)CSc1nnnn1-c1ccc2c(c1)OCCO2	-5	x	x	x
CN1CCCC(OC(=O)CCCCC(=O)OC2CCCN(C)C2)C1 (centres undefined)	18	11	14	11
CCOC(=O)C1C(=O)NC(SCC(=O)OC)=C(C#N)C1c1ccccc1OCC (centres undefined)	16	-9	-10	-9
Brc1ccc(-c2nn3c(-c4ccncc4)nnc3s2)o1	14	2	5	2
CCOc1nc(SCCOc2ccc(C)cc2)nc(N(C)C)n1	10	11	35	11
CCOc1ccc(NS(=O)(=O)c2ccc(NC(=O)C3CCCO3)cc2)cc1 (centres undefined)	19	10	30	10
Cc1sc2nc3n(c(=O)c2c1C)CCCS3	28	4	15	4
CS(=O)(=O)N1CCN(C(=O)C2c3ccccc3Oc3ccccc32)CC1	24	-7	0	-7
Cc1ccc(C)c(NS(=O)(=O)c2ccc(OCC(=O)N3CCCC3)cc2)c1	17	10	18	10
Clc1ccc(C(c2nnnn2C2CCCC2)N2CCN(c3nc4ccccc4s3)CC2)cc1 (centres undefined)	6	-6	9	-6
CC1(C)CC(=O)C2=C(C1)Nc1ccccc1N1C(=O)c3ccccc3C21 (centres undefined)	13	5	10	5
CCOC(=O)C1=C(C)NC(=O)NC1c1ccsc1 (centres undefined)	x	x	8	8
COc1ccc(O)c(/C=N/c2sc(C)c(C)c2C#N)c1	x	x	-13	8
Cc1ccccc1C1NC(=O)Cc2ccccc21 (centres undefined)	18	10	19	10
COc1ccc(S(=O)(=O)N(CC(=O)N2CCOCC2)c2cc(Cl)ccc2OC)cc1OC	19	-2	1	-2

These rows are one share of the data; count on the stated rates, not on these rows.
